M1 antagonist – M1 muscarinic receptor (rat) antagonism | 3.4% of 64,000 active | AID 628 | B-score at 10 µM | CHO-M1 cells, Fluo-4 calcium, ACh EC80 antagonist mode; active compounds read low;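 active = calcium fluorescence response, raw or row-and-column corrected B-score, differing from the plate sample mean either way at a set confidence level, mostly lower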
NADH enzymes – inhibitors of enzymes used to reach an NAD/NADH endpoint; AID 774; coupled PK/LDH NADH assays, four targets; IC50, µM (titrated, usually from 10 µM), for inactives: at the highest dose inhibition; 0.02% of 65,000 active;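 active = single-dose screening hits from any of four coupled enzyme assays that gave an IC50 when retested across doses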;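 note: the DPM-DC format reads NADH fluorescence rather than 340 nm absorbance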
5HT1a ag – 5-HT1a (human) receptor agonism | CHO 5-HT1a Ga15 NFAT-bla reporter, FRET ratio; 0% basal, 100% maximal reference agonist | 0.56% of 65,000 active | P08908 | activation, % at 10 µM;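 active = activation above the screen-wide mean activation plus 3 SD, cut at about 19% in these data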;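 note: 0% = DMSO wells and 100% = 5-CT at EC100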
Her2 expr inh – lowers expression of human Her2 kinase | P04626 | SKBR-3 HER2 protein level, AlphaScreen, 18-24 h; active compounds read low | HER2 level % of control, % at 10 µM | 0.69% of 65,000 active | AID 645;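 active = HER2 level under 5% of the carrier-only control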;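 note: 100% = DMSO carrier and 0% = 500 nM PU-H71 HSP90 inhibitor; lower value means stronger loss of Her2 protein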
Target sequence (P04626 whole entry, looked up): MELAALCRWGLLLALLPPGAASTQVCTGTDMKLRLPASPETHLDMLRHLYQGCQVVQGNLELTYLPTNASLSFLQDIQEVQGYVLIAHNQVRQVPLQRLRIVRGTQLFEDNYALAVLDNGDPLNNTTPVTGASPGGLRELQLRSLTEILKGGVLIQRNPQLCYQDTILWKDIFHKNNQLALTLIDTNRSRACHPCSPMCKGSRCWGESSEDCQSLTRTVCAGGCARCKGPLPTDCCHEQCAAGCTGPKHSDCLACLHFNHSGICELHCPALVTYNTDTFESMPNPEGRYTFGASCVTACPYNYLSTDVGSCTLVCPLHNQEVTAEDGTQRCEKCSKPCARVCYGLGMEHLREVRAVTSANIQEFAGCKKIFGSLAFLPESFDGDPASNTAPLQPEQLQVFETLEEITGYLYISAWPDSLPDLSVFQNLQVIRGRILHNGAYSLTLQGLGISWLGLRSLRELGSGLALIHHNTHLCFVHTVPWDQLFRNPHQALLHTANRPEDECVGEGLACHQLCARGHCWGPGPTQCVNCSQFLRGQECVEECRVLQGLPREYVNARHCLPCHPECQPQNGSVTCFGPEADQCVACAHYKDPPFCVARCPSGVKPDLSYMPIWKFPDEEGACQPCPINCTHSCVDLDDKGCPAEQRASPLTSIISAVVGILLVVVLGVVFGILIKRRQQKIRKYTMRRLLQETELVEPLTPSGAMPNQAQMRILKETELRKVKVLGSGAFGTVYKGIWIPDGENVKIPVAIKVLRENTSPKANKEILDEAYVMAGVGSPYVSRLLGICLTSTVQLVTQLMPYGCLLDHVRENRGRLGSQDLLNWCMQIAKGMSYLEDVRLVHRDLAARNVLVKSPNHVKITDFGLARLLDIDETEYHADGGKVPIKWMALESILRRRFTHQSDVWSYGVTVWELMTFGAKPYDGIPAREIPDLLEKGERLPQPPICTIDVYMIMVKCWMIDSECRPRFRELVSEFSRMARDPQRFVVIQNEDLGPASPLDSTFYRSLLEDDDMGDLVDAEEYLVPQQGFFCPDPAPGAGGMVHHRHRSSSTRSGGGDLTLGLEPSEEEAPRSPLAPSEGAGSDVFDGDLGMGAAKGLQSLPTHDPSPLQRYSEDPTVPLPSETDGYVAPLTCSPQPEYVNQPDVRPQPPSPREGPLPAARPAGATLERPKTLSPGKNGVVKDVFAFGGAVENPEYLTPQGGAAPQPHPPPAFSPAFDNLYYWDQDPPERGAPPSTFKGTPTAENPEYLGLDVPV
Hsp90 inh – displaces geldanamycin probe from tumor Hsp90. P07900. NCI-N417 lysate Hsp90, Cy3B-geldanamycin FP displacement. inhibition, % at 30 µM. 0.35% of 64,000 active. AID 429;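 active = inhibition above 50%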;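 note: 0% = tracer plus lysate wells and 100% = tracer alone without lysate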
Autofluor 339 – intrinsic fluorescence of library compounds, ex339/em460 – biochemical, MLSMR library, data from DPM-DC assay, artefact control, profiling panel. fluorescence fold increase at 10 µM. AID 709. compound autofluorescence, ex339/em460 nm, NADH buffer; active compounds read high; 1 = no-compound wells, NADH background. 5.5% of 65,000 active;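 active = at 10 µM, mean starting fluorescence two-fold or more over control wells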;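 note: signal is the first read of a kinetic run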
Ec RNAP inh – blocks E. coli RNA polymerase transcription; fluorescence transcription assay; inhibition, %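 (tested at 10 µM)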; 0.2% of 62,000 active; P0A8V2; in the data active = inhibition above about 20%;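 note: 0% = enzyme without compound and 100% = no enzyme blank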
M1 agonist – agonists of M1 muscarinic receptor | CHO-M1 cells, Fluo-4 calcium fluorescence, agonist mode; active compounds read high | B-score at 10 µM | 3% of 64,000 active | AID 626;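 active = fluorescence rise, raw or as B-score row- and column-corrected plate score, outside the 99.7% band of its plate's samples, either direction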
D1 mod – allosterically modulates the human D1 dopamine receptor. HEK293 D1, CRE-luciferase, dopamine EC30 potentiation; actives deviate in either direction. P21728. 5.9% of 58,000 active. B-score at 10 µM. AID 641;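 active = luminescence count or its row- and column-corrected plate score outside the 99.7% band of the plate's sample wells, on either side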
* hit, by the source's call; / = no result given; [ ] = dose if it differs, or a comment. Rows were taken by chance, and some 16% of all compounds hit somewhere here.

SMILES	M1 antagonist	NADH enzymes	5HT1a ag	Her2 expr inh	Hsp90 inh	Autofluor 339	Ec RNAP inh	M1 agonist	D1 mod
CC(=O)c1ccc(N2CCN(C(=O)CCCn3c(=S)[nH]c4cc5c(cc4c3=O)OCO5)CC2)cc1	-0.13	8%	-0.1	99	-3	1.3	1	-1.8	0.48
COc1ccc(Br)cc1-c1noc(-c2ccccc2)n1	0.23	2%	0.9	53	-17	1	10	0.53	0.97
COc1ccc(NC(=O)CC(=O)Nc2ccc(OC)cc2OC)c(OC)c1	1.3	2%	2.5	89	3	1.1	-6	0	/
O=c1sc(N2CCN(c3ccccc3F)CC2)nc2ccsc12	-1.4	3%	1.1	80	-3	1.2	4	0.036	0.34
CCOC(=O)N1CCN(C(=O)CS(=O)(=O)c2cn(Cc3ccccc3C)c3ccccc23)CC1	0.036	1%	-0.2	98	/	0.96	3	-0.038	/
Cc1ccc(CNC(=O)CSc2nc(C)cc(C)c2C#N)cc1	-0.55	7%	-3.4	89	0	1.2	0	-0.007	-0.024
COC(=O)Nc1ccc(S(=O)(=O)N2CCCCCC2)cc1	0.047	2%	-1.5	63	-6	1	10	-0.018	/
CCOC(=O)C1=C(CN2CCN(c3ccc(F)cc3)CC2)NC(=O)NC1c1cccs1 (centres undefined)	-1.1	4%	-3.6	53	0	1.1	/	1	-0.048
O=c1c2ccccc2oc2nc(-c3ccco3)n(Cc3ccccc3)c(=O)c12	0.2	12%	-1.1	84	-5	1.1	/	-0.73	1.8
COc1cc2ccccc2cc1C(=O)Nc1ccc(N2CCN(C)CC2)cc1	-8*	7%	-0.5	107	3	1.1	10	5.9*	-2.3
CCN(CC)CCN1C(=O)C(=O)/C(=C(/O)c2ccc(F)cc2)C1c1cccnc1 (centres undefined)	0.23	7%	-1.9	81	-7	1.1	-4	1.1	0.18
c1ccc(-c2nnn(C34CC5CC(CC(C5)C3)C4)n2)cc1	0.0088	5%	4.8	119	-3	1.1	8	0.095	-0.78
NC(=O)C1CCN(C(=O)c2cc3n(n2)C(C(F)(F)F)CC(c2ccco2)N3)CC1 (centres undefined)	-0.32	3%	1.5	99	-2	1	-4	0.23	-0.029
CCN1C(=Nc2ccc(Cl)cc2)SC/C1=C\C(=O)OC	0.83	2%	-0.7	81	-1	1.1	2	-0.37	-0.52
CC(=O)Nc1ccc(N(C(=O)c2cnccn2)C(C(=O)NC2CCCCC2)c2ccc(O)cc2)cc1 (centres undefined)	0.58	7%	-1.5	83	1	1.1	9	-1	-0.047
COc1ccc2[nH]c(=O)c(CN(C(=O)c3ccccn3)c3ccccc3)cc2c1	-0.49	12%[fluoresces]	-0.4	115	-1	3.4*	12	0.89	-1
CC1=CC=CC2=NC(=O)CC(C)(C(=O)N(CC(=O)NC(C)C)C3CCCC3)N12 (centres undefined)	2	5%[fluoresces]	-1.0	95	-5	3*	-7	2.2	-0.8
CCOc1ccc(NC(C)c2cc(Cl)ccc2O)cc1 (centres undefined)	-0.25	1%	-0.5	109	42	1.1	-2	1.1	-0.55
CCNC(=O)N(C(=O)NCC)n1c(C)nnc1C	0.78	1%	0.2	107	0	1	5	-0.46	0.53
O=S1(=O)CCN2C(c3ccc4c(c3)CCCC4)=CSC2=N1	/	8%	-3.4	106	-1	1	3	/	/
O=c1c2c3nc4ccccc4nc3n(Cc3ccccc3)c2ncn1Cc1ccco1	0.45	12%	-2.9	78	-4	3.3*	-11	-0.8	0.65
O=S(=O)(c1ccc2c(c1)OCCO2)N(Cc1ccc(F)cc1)Cc1nnc(-c2cccs2)o1	-0.018	2%	2.8	121	-3	1	-6	-0.68	-1.8
CCOC(=O)C1=C(CSc2nc(-c3ccncc3)ccc2C#N)OC(N)=C(C#N)C1c1cccnc1 (centres undefined)	-0.036	6%	-0.8	85	-5	1.2	3	1.4	3.6
COCCNC(=O)c1ccccc1NC(=O)CN(c1ccc2c(c1)OCO2)S(C)(=O)=O	-0.24	5%	0.8	106	-8	1.1	6	0.12	0.58
CC(C)C(=O)Nc1nc2c(ncn2C2CC(O)C(CO)O2)c(=O)[nH]1 (centres undefined)	-0.31	2%	-1.1	87	-1	1.1	-2	-0.8	0.07
O=C(NCC1CCCO1)C(C(=O)c1ccccc1)n1ccccc1=O (centres undefined)	0.19	6%	-2.0	102	-3	1.1	3	-0.33	-1.5
CC(=O)c1cc2c(cc1NC(=O)CN1CCN(C(=O)c3ccco3)CC1)OCO2	-0.12	3%	2.1	86	-2	1.2	5	-0.17	0.1
CS(=O)(=O)N(CC(=O)N1CCOCC1)c1ccc2c(c1)OCO2	-0.23	2%	-2.0	93	3	1.1	10	-0.072	0.11
CCSc1nnc(NC(=O)c2ccc(C)o2)s1	0.39	3%	-0.3	126	-3	1	10	0.16	-0.079
COc1cccc(-n2nnc3c(=O)n(C/C=C/c4ccccc4)cnc32)c1	0.38	5%	-1.6	100	-4	1.1	3	-0.1	0.46
Cc1cc(C(=O)OCC(=O)Nc2ccc(F)cc2)c(C)o1	1.4	1%	-1.7	120	-1	1	-3	0.43	0.7
CC(=O)C1C(c2ccc(F)cc2)NC(=O)NC1(O)C(F)(F)F (centres undefined)	-0.045	4%	-1.7	119	-1	1.1	7	-0.41	/
CCNc1nc(Oc2ccc(=O)[nH]n2)nc(SC)n1	-0.46	2%	-1.3	107	1	1.1	6	-0.038	1.6
Cc1cc(=O)n2nc(N3CCC(C(=O)N4CCN(C)CC4)CC3)sc2n1	-0.099	7%	-2.1	121	0	1.1	3	0.57	-0.69
CCCN(CCC)CCNS(=O)(=O)c1ccc2c(c1)oc(=O)n2C	0.98	4%	-1.7	89	-5	1	2	0.1	-1.3
O=C(NCc1ccc(F)cc1)c1cnc2sccn2c1=O	-0.4	5%[fluoresces]	-0.7	96	-5	2.1*	7	-1.2	/
Cc1ccccc1-c1nc(-c2cccnc2)no1	0.29	6%	-0.5	135	-3	1	-8	1.4	0.21
COc1ccc(-c2nn3c(-c4ccc(F)cc4)nnc3s2)cc1	-2.4	6%	-0.6	76	0	1.3	12	-0.21	0.99
CCn1c(SCC(=O)Nc2cc(C)on2)nc2c(c1=O)SC(C)C2 (centres undefined)	-0.6	1%	-1.9	102	2	1.1	/	-0.16	6.2*
COc1nc(N2CCOCC2)nc(-n2cccc2)n1	0.56	2%	-0.3	118	0	0.98	8	-0.33	17*
COc1cccc(NC(=O)Cn2c(=O)n(CCCC(=O)NCc3ccco3)c(=O)c3ccccc32)c1	/	5%	-3.2	74	0	1.1	-1	/	/
O=S(=O)(c1ccc(Oc2ccc(Br)cc2F)nc1)N1CCCCC1	0.56	4%	-1.3	85	-1	1.1	11	-0.81	-0.53
O=C(CN1CCCN(S(=O)(=O)c2ccc(F)cc2)CC1)Nc1ccccc1Br	-0.29	2%	-2.2	92	1	1	9	0.028	0.085
N#Cc1nc(COc2ccc(F)cc2)oc1N1CCCC1	-0.0011	6%	3.1	108	-2	1.1	4	0.16	2.6
O=C(CCS(=O)(=O)c1ccc(Br)cc1)N1CCN(Cc2ccccc2)CC1	0.037	5%	-3.0	109	-4	0.89	0	-0.41	0.077
CCOC(=O)c1ccc(-c2c(C(=O)OCC)oc3cc(O)c(CC)cc3c2=O)o1	-0.27	4%	-0.1	93	2	1	8	0.23	1.8
CCOCCCNC(=O)c1ccc(OC)cc1	0.51	1%	-0.7	159	-3	1.1	-3	0.33	0.095
Cc1nnc2c3ccccc3c(-c3ccccc3)nn12	-0.021	5%	2.9	152	1	1	7	0.54	15*
O=C(CCCNS(=O)(=O)c1cccs1)N1CCc2ccccc2C1	-0.12	2%	0.1	238	/	1.1	4	3	0.031
O=C(CSc1nc2c(c(=O)[nH]1)CCC2)Nc1cccc(Cl)c1	1.2	6%	-0.3	100	0	1.1	9	-1.3	0.053

Part of the list above, reformatted:
Order of results: M1 antagonist | NADH enzymes | 5HT1a ag | Her2 expr inh | Hsp90 inh | Autofluor 339 | Ec RNAP inh | M1 agonist | D1 mod
- CCn1c(SCC(=O)Nc2cc(C)on2)nc2c(c1=O)SC(C)C2 (centres undefined)
    -0.6 | 1% | -1.9 | 102 | 2 | 1.1 | / | -0.16 | 6.2*
- COc1nc(N2CCOCC2)nc(-n2cccc2)n1
    0.56 | 2% | -0.3 | 118 | 0 | 0.98 | 8 | -0.33 | 17*
- COc1cccc(NC(=O)Cn2c(=O)n(CCCC(=O)NCc3ccco3)c(=O)c3ccccc32)c1
    / | 5% | -3.2 | 74 | 0 | 1.1 | -1 | / | /
- O=S(=O)(c1ccc(Oc2ccc(Br)cc2F)nc1)N1CCCCC1
    0.56 | 4% | -1.3 | 85 | -1 | 1.1 | 11 | -0.81 | -0.53
- O=C(CN1CCCN(S(=O)(=O)c2ccc(F)cc2)CC1)Nc1ccccc1Br
    -0.29 | 2% | -2.2 | 92 | 1 | 1 | 9 | 0.028 | 0.085
- N#Cc1nc(COc2ccc(F)cc2)oc1N1CCCC1
    -0.0011 | 6% | 3.1 | 108 | -2 | 1.1 | 4 | 0.16 | 2.6
- O=C(CCS(=O)(=O)c1ccc(Br)cc1)N1CCN(Cc2ccccc2)CC1
    0.037 | 5% | -3.0 | 109 | -4 | 0.89 | 0 | -0.41 | 0.077
- CCOC(=O)c1ccc(-c2c(C(=O)OCC)oc3cc(O)c(CC)cc3c2=O)o1
    -0.27 | 4% | -0.1 | 93 | 2 | 1 | 8 | 0.23 | 1.8
- CCOCCCNC(=O)c1ccc(OC)cc1
    0.51 | 1% | -0.7 | 159 | -3 | 1.1 | -3 | 0.33 | 0.095

New compounds follow:
SMILES	M1 antagonist	NADH enzymes	5HT1a ag	Her2 expr inh	Hsp90 inh	Autofluor 339	Ec RNAP inh	M1 agonist	D1 mod
C=CCNC(=O)C1CC(=O)N(c2ccc(OCC(=O)Nc3ccc(OC)cc3)cc2)C1 (centres undefined)	0.24	0%	-0.1	98	3	1.1	1	0.02	-0.51
Nc1c(C(=O)NC2CCCC2)c2nc3ccccc3nc2n1N	0.66	9%	1.2	83	2	1.2	5	0.73	/
CC(C)NC(=O)NC(=O)COc1ncnc2sccc12	0.0063	6%	-4.6	84	/	1.1	10	-0.78	-0.89
c1ccc(CN2CCN(CCCNc3ccc4nnc(-c5ccccc5)n4n3)CC2)cc1	-1	3%	3.6	94	-3	1.1	2	-1.2	-5.6*
Cc1nc2ccc(S(=O)(=O)NCC(=O)N3CCc4ccccc4C3)cc2s1	-0.52	1%	-2.7	102	2	1.1	-2	-0.83	-0.57
COc1ccc(CNc2nc3c(c(=O)[nH]c(=O)n3C)n2CCCc2ccccc2)cc1	0.44	4%	1.0	73	0	1.1	10	-0.69	1.4
S=c1[nH]nc(-c2ccncc2)n1CC1CCCO1 (centres undefined)	0.3	17%	-5.2	92	2	0.94	2	0.55	-0.23
Cc1cc(NS(=O)(=O)c2ccc(NC(=O)Nc3ccccc3)cc2)no1	/	10%	-2.7	77	3	1.1	8	/	/
Oc1ccccc1CNCCCNCc1ccccc1O	0.21	5%	-1.7	108	-2	1.1	1	-0.93	-1.6
CCN(CCCNC(=O)CCNC(=O)Cn1cnc2ccccc2c1=O)c1cccc(C)c1	/	2%	-3.4	94	1	1.1	1	/	0.003
CN1C(=O)CC2(CC(=O)N(Cc3ccccc3)C2)C1=O (centres undefined)	-0.53	5%	0.1	68	0	1.1	-2	-0.4	-0.8
COC(=O)COc1ccc(S(=O)(=O)NCc2ccco2)cc1	0.079	6%	-3.8	140	-16	1.1	4	-0.069	0.25
Cc1ccc(Cl)cc1N1CCN(Cc2nc3c(c(=O)[nH]c(=O)n3C)n2Cc2ccccc2F)CC1	1.9	1%	1.8	3.2*	-4	1.1	0	-0.93	-0.59

Bioassay records (PubChem BioAssay)
